Screening results from PubChem BioAssay.
MOR-DOR inv ag – inverse agonists of MOR-DOR heterodimerization, primary screen, cell-based, luminescence; Mu-type opioid receptor (Homo sapiens) + Delta-type opioid receptor (Homo sapiens), …; cell-based MOR-DOR heterodimer luminescence, inverse agonism; inhibition, % at 9.3 µM; 340,000 tested, 0.21% active; in the data active = inhibition above about 22%, passing the limit was not always enough;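 note: 0% = cells with DMSO and 100% = wells without cells with DMSO; values of inactives mirror those of a sister screen read the other way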
Wnt act – Wnt/beta-catenin pathway activators, primary screen, cell-based, plate reader, single point; Wnt/beta-catenin reporter cell assay, activator; 300,000 tested, 1.2% active; activation, % at 9.35 µM; in the data active = activation above about 30%, passing the limit was not always enough;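 note: 0% = neutral control wells and 100% = positive control wells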
Arrestin-AP2 inh – inhibitors of beta-arrestin/AP2 binding, primary screen, biochemical, GPCR trafficking, flow cytometry | beta-arrestin 1 C-terminal peptide binding to AP2 beta2-adaptin appendage (human) | FITC-arrestin peptide / GST-AP2 beads; AP2 beta2 appendage carries R879A mutation | inhibition, % at 10 µM | 340,000 tested, 0.31% active;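 active = inhibition above a set limit, near 3 SD of compounds lacking own fluorescence, cut at about 54% in these data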;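 note: plate controls were DMSO wells for no effect and 5 µM unlabelled arrestin peptide for full effect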
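Assay system: GST-AP2 R879A bound to glutathione beads, E. coli-expressed; Medium: PBS with 0.05% Tween 20 and 0.1% BSA; Also added: fluorescein-tagged arrestin peptide at 50 nM final; Timing: 12 min plus 1 h, RT; Measured by: flow cytometry, FL1 (488/535 nm); Evaluation: percent drop in bead-associated FITC signal.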
LANA DNA inh – inhibitors of KSHV C-LANA binding to DNA, primary screen, biochemical, fluorescence polarization, FAM-LBS DNA, MBP-C-LANA, single point. 340,000 tested, 0.078% active. AID 504423, 2011. inhibition, % at 9 µM. Kaposi's sarcoma herpesvirus LANA C-terminal domain (residues 932-1162) DNA binding;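 active = highest replicate inhibition at or above 60% at 9 µM, even if other replicates fall short; inactive = all replicates below 60% inhibition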;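 note: 0% = neutral control wells and 100% = 4 µM acridine orange control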
MOR-DOR ag – agonists of OPRM1-OPRD1 heterodimerization, primary screen, cell-based, luminescence. Mu-type opioid receptor (Homo sapiens) + Delta-type opioid receptor (Homo sapiens), …. cells. activation, % at 9.3 µM. 340,000 tested, 0.3% active. AID 504326, 2011; in the data active = activation above about 18%;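 note: 0% = vehicle-treated cells and 100% = reference agonist; values of inactives mirror those of a sister screen read the other way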
cardiac RTF act – cardiac RTF calcium sensitivity activators, primary screen, biochemical, IANBD-TnC fluorescence, EC20 calcium; Troponin I, cardiac muscle (Homo sapiens) + Troponin T, cardiac muscle (Homo sapiens) + …; IANBD-labeled TnC RTF fluorescence at EC20 calcium; 0% EC20 calcium, 100% full calcium; activation, % at 7.2 µM; 340,000 tested, 0.24% active; AID 493008, 2010;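 active = activation above the mean over all tested compounds plus 3 SD, cut at about 30% in these data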;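 note: rise in fluorescence read as greater calcium sensitivity of cardiac thin filaments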
Keap1 Nrf2 FP – Keap1-Nrf2 protein-protein interaction inhibitors, primary screen, biochemical, fluorescence polarization, single point; Kelch-like ECH-associated protein 1 (Homo sapiens), Q14145; Keap1 Kelch-Nrf2 peptide fluorescence polarization, 1536-well; inhibition, % at 9.4 µM; 340,000 tested, 0.15% active; in the data active = inhibition above about 12%;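 note: human Keap1 Kelch domain with fluorescein labeled Nrf2 9mer peptide probe; 0% = neutral control wells and 100% = peptide positive control; higher means more block of Keap1 binding to Nrf2 peptide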
Target sequence (Q14145 whole entry, looked up, the tested form may be a part): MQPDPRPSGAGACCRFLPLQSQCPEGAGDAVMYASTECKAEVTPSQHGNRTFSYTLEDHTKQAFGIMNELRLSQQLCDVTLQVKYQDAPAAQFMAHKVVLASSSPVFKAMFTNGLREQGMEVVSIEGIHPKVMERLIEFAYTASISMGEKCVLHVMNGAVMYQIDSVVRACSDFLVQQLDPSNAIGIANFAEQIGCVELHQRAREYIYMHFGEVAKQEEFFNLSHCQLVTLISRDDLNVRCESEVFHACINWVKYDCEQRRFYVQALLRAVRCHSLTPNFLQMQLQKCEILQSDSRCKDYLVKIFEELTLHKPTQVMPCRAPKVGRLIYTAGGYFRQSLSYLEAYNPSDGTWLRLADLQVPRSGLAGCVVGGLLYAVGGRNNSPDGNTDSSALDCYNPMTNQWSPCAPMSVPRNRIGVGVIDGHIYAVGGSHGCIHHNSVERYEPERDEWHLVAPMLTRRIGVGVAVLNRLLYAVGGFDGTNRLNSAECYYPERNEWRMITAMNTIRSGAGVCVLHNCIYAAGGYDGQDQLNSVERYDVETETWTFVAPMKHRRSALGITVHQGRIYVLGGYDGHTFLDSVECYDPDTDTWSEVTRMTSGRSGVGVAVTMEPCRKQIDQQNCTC
RTF Ca sens inh – cardiac RTF calcium sensitivity inhibitors, primary screen, biochemical, IANBD-TnC fluorescence, EC70 calcium; Troponin I, cardiac muscle (Homo sapiens) + Troponin T, cardiac muscle (Homo sapiens) + …; inhibition, % at 7.15 µM; AID 493244, 2011; IANBD-labeled cardiac RTF, Ca2+ fluorescence; 340,000 tested, 0.12% active;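 active = inhibition above the mean inhibition of all tested compounds plus 3 SD, cut at about 17% in these data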;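 note: assay run at fixed EC70 calcium of 1.6 mM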
Pemphigus Ab inh – inhibitors of pemphigus antibody binding to DSG3, primary screen, biochemical, bead-based, flow cytometry, scFv-GFP; DSG3-coupled beads, scFv-anti-DSG3-GFP binding; active compounds read low; binding (percent of control), % at 10 µM; 310,000 tested, 0.48% active; AID 588358, 2011;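 active = binding more than 3 SD below its plate's average and above zero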;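 note: hits lower antibody fragment binding to DSG3; some compounds called inactive have numbers as strong as hits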
V-ATPase pHluor – regulators of yeast V-ATPase proton pumping, primary screen, pHLuorin cytosolic pH fluorescence; S. cerevisiae; response, % at 10 µM; 350,000 tested, 0.37% active; in the data active = response mostly above about 7.3%, no sharp cut-off; inactive = mostly below about 5.4%; note: actives read high; inactives centre near 0; some compounds called inactive have numbers as strong as hits; reference of the scale not given here
* hit, by the source's call; / = not tested or not shown.

SMILES	MOR-DOR inv ag	Wnt act	Arrestin-AP2 inh	LANA DNA inh	MOR-DOR ag	cardiac RTF act	Keap1 Nrf2 FP	RTF Ca sens inh	Pemphigus Ab inh	V-ATPase pHluor
COc1cc(/C=C2\C(=O)N(c3ccc(S(N)(=O)=O)cc3)N=C2C)ccc1OC(=O)c1ccco1	3	-1	-3	0.1	-0.7	10	-9	-20	82	-3
CC1CCN(C(=O)/C(=C\c2ccccc2)NC(=O)c2ccccc2)CC1	9	-2	19	0.4	-1.5	-6	-2	-6	/	3
COc1ccc(N(CC(=O)NN=C2CCCCCCC2)S(=O)(=O)c2ccccc2)cc1	19	-3	24	1.0	-3.4	-6	-1	0	106	0
COc1ccc(CCNC(=O)c2ccc3c(c2)N(Cc2ccc(C)cc2)CCS3)cc1OC	17	/	-5	0.0	-3.2	-10	-1	0	104	-1
Cc1cccc(C(=O)N2CCC(=O)N(C(COCc3cccc(Cl)c3)Cc3ccccc3)CC2)c1 (centres undefined)	-44	-1	9	-2.7	7.8	-5	-2	-2	101	0
CCS(=O)(=O)c1ccc2c(c1)N(S(C)(=O)=O)CC(C(=O)NC1CC1)O2 (centres undefined)	0	/	26	-1.8	0.0	7	1	-14	96	0
Cc1ccnc2ccc(SC(F)(F)F)cc12	2	13	-1	0.1	-0.2	-5	-3	-1	95	2
CC12CCC(C(=O)Nc3ccc(Br)cn3)(OC1=O)C2(C)C (centres undefined)	/	23	37	/	/	/	/	/	106	3
CC(=O)c1c(C)oc2c1cc(NS(=O)(=O)c1ccc(C(=O)O)cc1)c1ccccc12	-2	-1	8	-0.1	0.3	-5	5	5	110	4
Cc1ccc([C@@H]2C[C@H]3CN(Cc4cccc(Cl)c4)C(=O)[C@]34CCCN24)o1	16	13	-1	-0.6	-3.1	3	-7	-5	101	-1
CCOc1cccc(/C=N/NC(=O)c2cc(-c3cccn3C)n[nH]2)c1O	1	-4	-8	-1.0	-0.1	-2	-3	-7	95	0
CC1(C)Cc2c(cnn2-c2cccc(F)c2)C(NC(=O)c2ccc(=O)[nH]n2)C1 (centres undefined)	7	-2	23	-0.4	-1.4	-3	5	-4	/	-4
O=C(N=C1SC2CS(=O)(=O)CC2N1c1ccc(F)cc1)C1CC1 (centres undefined)	5	-2	3	-0.2	-1.0	-7	-3	2	120	-2
O=C(Cc1c(C(=O)O)[nH]c2ccccc12)NC1CCCC1	19	7	3	-0.1	-3.6	1	-7	-3	99	1
CC(=O)Nc1ccc(S(=O)(=O)NCC2CCC(C(=O)N3CCCCCC3)CC2)cc1 (centres undefined)	-27	/	24	0.4	4.8	2	-1	4	111	3
Cc1ccc(N2CC(C(=O)Nc3ccc4c(c3)OCO4)CC2=O)cc1 (centres undefined)	-19	0	4	-0.5	3.2	9	-6	-2	105	1
O=C(c1ccco1)N1CCN(Cc2csc(-c3ccccc3Cl)n2)CC1	-12	8	10	0.4	2.1	-3	-13	0	113	6
COC(=O)c1cn(-c2cccc(C)n2)cn1	6	-1	14	0.9	-1.2	2	-2	-6	94	0
COCCNC(=O)C(=O)NCC1OCCN1C(=O)c1ccc(Cl)cc1 (centres undefined)	9	3	19	0.6	-1.6	3	4	-12	96	6
CCC(=O)Nc1ccc(Cl)c(NC(=S)NC(=O)COc2ccc(Cl)cc2)c1	-5	-1	/	-0.3	0.9	7	2	-11	106	4
COCCC(=O)N1CCCC(CCC(=O)NCc2ccc(F)c(F)c2)C1 (centres undefined)	4	1	20	0.3	-0.7	6	-1	2	101	-2
Cc1cccc(C(=O)NCC(=O)OCC(=O)NCCNC(=O)COC(=O)CNC(=O)c2cccc(C)c2)c1	4	-2	-14	-0.5	-0.6	9	-4	-19	104	0
O=C(COc1ccccc1)N1CCNC1=O	7	/	-1	-0.5	-1.5	2	0	1	108	-1
O=C(CCNC(=O)c1ccc(Br)cc1)Nc1cccc(S(=O)(=O)N2CCCC2)c1	9	-3	-1	0.4	-1.9	-1	-2	-4	95	-5
Cc1nc2c(sc(=S)n2Cc2ccco2)c(=O)n1CC(=O)Nc1ccccc1F	7	-2	-14	-0.9	-1.4	-1	-1	-13	98	3

Reformatted with bars between the fields: entries from further up.
mol | MOR-DOR inv ag | Wnt act | Arrestin-AP2 inh | LANA DNA inh | MOR-DOR ag | cardiac RTF act | Keap1 Nrf2 FP | RTF Ca sens inh | Pemphigus Ab inh | V-ATPase pHluor
COc1ccc(CCNC(=O)c2ccc3c(c2)N(Cc2ccc(C)cc2)CCS3)cc1OC | 17 | / | -5 | 0.0 | -3.2 | -10 | -1 | 0 | 104 | -1
Cc1cccc(C(=O)N2CCC(=O)N(C(COCc3cccc(Cl)c3)Cc3ccccc3)CC2)c1 (centres undefined) | -44 | -1 | 9 | -2.7 | 7.8 | -5 | -2 | -2 | 101 | 0

Next section
SMILES	MOR-DOR inv ag	Wnt act	Arrestin-AP2 inh	LANA DNA inh	MOR-DOR ag	cardiac RTF act	Keap1 Nrf2 FP	RTF Ca sens inh	Pemphigus Ab inh	V-ATPase pHluor
OCCN1CCN(C(=S)Nc2ccc(SC(F)F)cc2)CC1	3	-1	5	0.3	-0.6	-4	-3	-2	89	0
Cc1oc(C)c(C(=O)NCCCC(=O)O)c1C(=O)NCCCC(=O)O	19	/	6	0.4	-4.1	-5	-4	0	96	4
Cc1cc(Cl)c(S(=O)(=O)Nc2ccc(S(=O)(=O)N3CCOCC3)cc2)cc1OCC(N)=O	4	-1	9	-1.9	-0.9	10	-3	-8	156	5
CCOc1cc(C(=O)NN=C2CCCC2)cc(OCC)c1OCC	-1	1	-3	0.2	0.2	-2	-6	1	105	0
CC(=O)c1c(C(C)=O)c(C)n(NC(=O)c2ccncc2)c1C	11	-2	-6	2.3	-2.0	-5	-3	-3	94	5
COc1ccc(NC(=O)CN(C)C(=O)CNC(=O)Cc2cccc3ccccc23)cc1	3	1	-3	-1.2	-0.4	-2	-4	-4	/	-1
COc1ccc(C2CC3(O)CC(C#N)(C(=O)N3)C2(C#N)C#N)cc1 (centres undefined)	2	-2	2	-0.5	-0.4	3	-3	-4	112	-1
CC(=O)c1cccc(OCc2cc(C(=O)NCc3nc(C)c(C)s3)no2)c1	2	10	-2	0.6	-0.3	-1	-1	-9	108	4
COc1ccc(NS(=O)(=O)c2ccc(C)c(C(=O)N3CCN(Cc4cc(OC)ccc4OC)CC3)c2)cc1	7	-3	3	-0.8	-1.3	-8	-2	-9	105	-6
COc1ccc(CC2(CO)CCN(C/C=C/c3ccccc3OC)CC2)cc1	-9	-15	9	-0.1	1.8	-3	1	-6	105	8
Cc1cc(C)cc(NS(=O)(=O)c2ccc(NC(=S)NC(=O)c3cccs3)cc2)c1	-28	/	44	9.0	5.5	-11	3	-1	90	-10
Cc1cc(C)nc(NC2=NC3CCCCC3N2)n1 (centres undefined)	-2	/	4	-0.4	0.4	-4	0	-5	101	1
Cn1c(CNC(=O)C(Cc2ccccc2)NC(=O)c2cccc(F)c2)cc(=O)n(C)c1=O (centres undefined)	3	1	3	-1.4	-0.5	-6	-3	3	100	4
COc1ccc(N(CC(=O)NC2CCCCC2)C(=O)c2ccc(C)s2)c(OC)c1	14	-3	24	-1.6	-2.2	0	1	2	95	2
O=C(CCC(=O)OCC(=O)c1ccccc1)Nc1cccc2cccnc12	11	-1	7	-0.9	-1.9	-2	3	-4	8.4*	1
Cc1ccnc(NS(=O)(=O)c2ccc(NC(=O)c3oc4ccc(F)cc4c3C)cc2)n1	-10	-1	-1	-0.5	2.4	-6	-8	8	107	-1
COc1ccc(C2CC(=O)n3nc(C45CC6CC(CC(C6)C4)C5)nc3S2)cc1OC (centres undefined)	7	/	/	-1.3	-1.3	1	1	7	102	0
Cc1ccc(-c2noc(CCC(=O)NCCN3CCOCC3)n2)cc1	13	-1	-2	4.7	-2.9	-2	1	-8	/	0
CCOC(=O)c1sc(NC(=O)c2cc3ccccc3o2)nc1C	5	12	-1	-2.2	-0.9	6	0	-8	115	1
CNS(=O)(=O)c1cccc(C(=O)OCC(=O)NC(C)CCc2ccccc2)c1 (centres undefined)	2	-2	-7	0.6	-0.4	-1	-1	-8	104	-1
O=c1c(-c2ccc(Br)cc2)[n+]([O-])c2ccccc2n1OCc1ccccc1	9	1	-4	-2.1	-1.7	4	-4	-2	101	-15
CSc1ccccc1OCc1cc(C(=O)N(Cc2nccn2C)C(C)C)no1	12	0	3	-0.6	-2.3	-3	-1	-3	102	-2
Cc1ccc(S(=O)(=O)Nc2ccc(-c3csc(-c4ccccc4)n3)cc2)cc1	-12	0	18	3.2	2.3	-1	2	7	112	9
COc1ccc(C)cc1S(=O)(=O)N(C)CC(=O)Nc1ccc2c(c1)OCCO2	-2	2	8	-0.7	0.4	2	-2	-1	98	2
O=C(c1ccc(-c2ccc(Cl)cc2Cl)o1)N1CCOCC1	5	54*	-6	-1.4	-0.9	-2	-1	-3	97	-6

Structural class, the compounds so far containing two or more sulfur atoms.
SMILES	MOR-DOR inv ag	Wnt act	Arrestin-AP2 inh	LANA DNA inh	MOR-DOR ag	cardiac RTF act	Keap1 Nrf2 FP	RTF Ca sens inh	Pemphigus Ab inh	V-ATPase pHluor
CCS(=O)(=O)c1ccc2c(c1)N(S(C)(=O)=O)CC(C(=O)NC1CC1)O2 (centres undefined)	0	/	26	-1.8	0.0	7	1	-14	96	0
O=C(N=C1SC2CS(=O)(=O)CC2N1c1ccc(F)cc1)C1CC1 (centres undefined)	5	-2	3	-0.2	-1.0	-7	-3	2	120	-2
Cc1nc2c(sc(=S)n2Cc2ccco2)c(=O)n1CC(=O)Nc1ccccc1F	7	-2	-14	-0.9	-1.4	-1	-1	-13	98	3
OCCN1CCN(C(=S)Nc2ccc(SC(F)F)cc2)CC1	3	-1	5	0.3	-0.6	-4	-3	-2	89	0
Cc1cc(Cl)c(S(=O)(=O)Nc2ccc(S(=O)(=O)N3CCOCC3)cc2)cc1OCC(N)=O	4	-1	9	-1.9	-0.9	10	-3	-8	156	5
Cc1cc(C)cc(NS(=O)(=O)c2ccc(NC(=S)NC(=O)c3cccs3)cc2)c1	-28	/	44	9.0	5.5	-11	3	-1	90	-10
Cc1ccc(S(=O)(=O)Nc2ccc(-c3csc(-c4ccccc4)n3)cc2)cc1	-12	0	18	3.2	2.3	-1	2	7	112	9
